HKDC1 inh: inhibitors of human hexokinase HKDC1; 340,000 tested, 0.16% active; inhibition, % at 20 µM; Q2TB90; recombinant HKDC1, G6PDH/diaphorase resazurin coupled fluorescence; AID 493160;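 active = inhibition above about 35% when tested at 20 µM, limit read from the data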;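 also: plate controls were DMSO wells with enzyme for no effect and DMSO wells lacking enzyme for full effect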
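Incubation: 90 min at room temperature in dark / Material: recombinant HKDC1 (HK5) hexokinase enzyme, produced in-house / Quantity: enzyme 5 µg/mL final / Compound: one dose of 20 µM, 1% DMSO / Reagent: glucose and ATP substrates / Buffer or medium: Tris pH 8.0 buffer with MgCl2, Tween-20, BSA, BME / Technique: resorufin fluorescence at 613 nm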
PfG6PD inh: PfG6PD (Plasmodium falciparum) enzyme inhibition; PfGluPho enzyme, NADPH resazurin-diaphorase fluorescence; 350,000 tested, 0.78% active; inhibition, % at 20 µM; AID 504690;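 active = inhibition reaching at least a set limit at 20 µM in the primary screen, cut at about 59% in these data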;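 also: 0% = DMSO wells with substrate and 100% = DMSO wells lacking glucose-6-phosphate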
SENP8 block: blocks human SENP8 cleavage of Nedd8 substrate; AID 602440; inhibition, % at 20 µM; recombinant SENP8, Nedd8 substrate fluorescence; Q96LD8; 360,000 tested, 0.64% active; in the data active = inhibition mostly above about 40%, no sharp cut-off; inactive = mostly below about 27%
MPTP block: permeability transition pore inhibition. 360,000 tested, 1.4% active. inhibition, % at 10 µM. AID 602449. isolated mouse mitochondria, Ca2+ swelling absorbance, 30 min;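 active = inhibition of 50% or more, scaled per plate between neutral and stimulator controls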;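 also: 0% = DMSO wells given calcium and 100% = 1 mM EGTA wells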
ATG4B inhibitor: blocks human ATG4B protease cleavage of LC3 substrate | ATG4B cleavage of LC3-PLA2, NBD-HPC fluorescence, 1 h | inhibition, % at 8.33 µM | 340,000 tested, 0.51% active | AID 504462; in the data active = inhibition above about 40%
Target sequence (Q9Y4P1 whole entry, looked up): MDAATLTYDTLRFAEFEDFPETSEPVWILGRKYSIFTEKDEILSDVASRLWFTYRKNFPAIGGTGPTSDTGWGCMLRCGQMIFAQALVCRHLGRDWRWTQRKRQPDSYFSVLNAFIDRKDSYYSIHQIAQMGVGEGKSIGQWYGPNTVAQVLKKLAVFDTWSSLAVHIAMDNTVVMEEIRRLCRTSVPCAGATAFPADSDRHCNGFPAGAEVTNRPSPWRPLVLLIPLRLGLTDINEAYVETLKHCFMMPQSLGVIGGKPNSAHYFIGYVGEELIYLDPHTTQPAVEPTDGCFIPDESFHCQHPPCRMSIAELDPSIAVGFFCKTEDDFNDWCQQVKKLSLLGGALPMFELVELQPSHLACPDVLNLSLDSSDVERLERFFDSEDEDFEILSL
SENP6 inh: SENP6 protease inhibition; inhibition, % at 10 µM; Recombinant SENP6 catalytic domain, aminoluciferin luminescence; Q9GZR1; 330,000 tested, 1.8% active;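 active = inhibition above about 50% at the single tested dose, limit read from the data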;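 also: plate controls were DMSO wells with enzyme for no effect and DMSO wells lacking enzyme for full effect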
Target sequence (Q9GZR1 628-1112 limits assumed): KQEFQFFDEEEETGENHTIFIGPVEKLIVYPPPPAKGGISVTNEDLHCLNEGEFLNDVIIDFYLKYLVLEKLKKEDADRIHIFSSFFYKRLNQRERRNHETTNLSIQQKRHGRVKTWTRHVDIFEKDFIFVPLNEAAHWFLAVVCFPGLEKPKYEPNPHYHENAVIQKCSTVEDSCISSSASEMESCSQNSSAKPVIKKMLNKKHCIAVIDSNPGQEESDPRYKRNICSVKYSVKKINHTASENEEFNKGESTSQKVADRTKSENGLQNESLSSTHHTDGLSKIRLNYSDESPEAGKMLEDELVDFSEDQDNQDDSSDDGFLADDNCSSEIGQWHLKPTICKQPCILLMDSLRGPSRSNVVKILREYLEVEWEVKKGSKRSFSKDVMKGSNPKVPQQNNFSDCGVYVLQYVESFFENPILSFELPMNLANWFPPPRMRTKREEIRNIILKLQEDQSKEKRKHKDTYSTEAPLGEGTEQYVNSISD
SENP7 inh: SENP7 protease inhibition. Q9BQF6. recombinant SENP7, Z-RLRGG-aminoluciferin luminescence, 40 min. inhibition, % at 5 µM. 330,000 tested, 1.5% active. AID 434973;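 active = inhibition above about 50% at the single test dose, limit read from the data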;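 also: plate controls were DMSO with enzyme for no effect and no enzyme buffer wells for full effect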
GRIN3A LBD mod: modulators (binders) of human NR3A ligand-binding domain; NR3A LBD differential scanning fluorimetry, Tm shift; 0% = protein alone, 100% = glycine-bound protein; Tm shift relative to glycine control, % at 25 µM; 340,000 tested, 2.5% active;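 active = melting temperature shift of at least 10% of the positive control shift, at one fixed dose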
An asterisk follows results filed as active; . = not tested or not shown.

SMILES	HKDC1 inh	PfG6PD inh	SENP8 block	MPTP block	ATG4B inhibitor	SENP6 inh	SENP7 inh	GRIN3A LBD mod
Cc1nnc(SC(C)C(=O)Nc2ccc3ccccc3c2)[nH]c1=O (centres undefined)	7	-9	-10	-0.9	-12	-28	-8	1
CN(C)c1ccc(/C=C(/NC(=O)c2ccccc2)C(=O)NCCN2CCOCC2)cc1	-5	14	-95	-0.7	-2	-4	-1	0
Cc1c(C(=O)c2ccc(Cl)c(Cl)c2)cnc2cc3c(cc12)OCO3	4	13	9	0.3	-13	10	2	1
O=C(NC1CCOC1)c1cc(COc2cccc(C(F)(F)F)c2)on1 (centres undefined)	-1	-4	-2	-0.6	4	7	8	-3
C=CCN(CC=C)Cc1nc(N)nc(Nc2ccccc2C)n1	-7	-2	2	-1.4	-7	-23	8	0
COCc1nnc(NC(=O)c2cc(OC)c(OC)cc2[N+](=O)[O-])s1	5	6	15	0.0	-3	-28	5	-3
CCCCn1c(N)c(N(CC(C)C)C(=O)c2c(CC)noc2C)c(=O)[nH]c1=O	-7	-13	2	-0.1	7	-19	-11	1
O=C(CNC(=O)c1ccc(Cl)cc1)NCCCn1ccnc1	-5	-11	20	-0.9	2	-23	-12	-1
C=CC[C@@H](CC(=O)N[C@H](CO)Cc1ccccc1)C(=O)N[C@@H](C)COC(=O)[C@@H](CC=C)CC(=O)OC(C)(C)C	-9	16	15	-1.6	-12	-16	-10	-4
CCn1c(Cc2ccccc2)nnc1SCC(=O)Nc1nccs1	-1	1	20	-0.6	7	1	82*	-2
CN1C(=O)C(C)(C)c2cc(S(=O)(=O)NCC3CCC(C(=O)NCc4ccccc4)CC3)ccc21 (centres undefined)	-9	-6	-4	0.1	-19	-2	2	0
O=S(=O)(c1cccs1)N1CCc2ccccc21	5	46	28	0.0	-7	7	3	1
CSc1nc2nc(-c3cccc(C(F)(F)F)c3)ccn2n1	-3	2	-363	0.4	-4	4	8	-1
CC#CCN(Cc1ccco1)C(=O)C1CCC(=O)N(Cc2ccccc2F)C1 (centres undefined)	-4	2	2	0.2	-7	-9	0	2
O=C(Nc1ccc(Cl)cn1)c1ccc2[nH]c(=O)c(=O)[nH]c2c1	-3	10	-283	-0.5	-3	-10	4	2

By substructure: those above containing a carbonyl joined to an NH by a bond outside any ring (9)
SMILES	HKDC1 inh	PfG6PD inh	SENP8 block	MPTP block	ATG4B inhibitor	SENP6 inh	SENP7 inh	GRIN3A LBD mod
Cc1nnc(SC(C)C(=O)Nc2ccc3ccccc3c2)[nH]c1=O (centres undefined)	7	-9	-10	-0.9	-12	-28	-8	1
CN(C)c1ccc(/C=C(/NC(=O)c2ccccc2)C(=O)NCCN2CCOCC2)cc1	-5	14	-95	-0.7	-2	-4	-1	0
O=C(NC1CCOC1)c1cc(COc2cccc(C(F)(F)F)c2)on1 (centres undefined)	-1	-4	-2	-0.6	4	7	8	-3
COCc1nnc(NC(=O)c2cc(OC)c(OC)cc2[N+](=O)[O-])s1	5	6	15	0.0	-3	-28	5	-3
O=C(CNC(=O)c1ccc(Cl)cc1)NCCCn1ccnc1	-5	-11	20	-0.9	2	-23	-12	-1
C=CC[C@@H](CC(=O)N[C@H](CO)Cc1ccccc1)C(=O)N[C@@H](C)COC(=O)[C@@H](CC=C)CC(=O)OC(C)(C)C	-9	16	15	-1.6	-12	-16	-10	-4
CCn1c(Cc2ccccc2)nnc1SCC(=O)Nc1nccs1	-1	1	20	-0.6	7	1	82*	-2
CN1C(=O)C(C)(C)c2cc(S(=O)(=O)NCC3CCC(C(=O)NCc4ccccc4)CC3)ccc21 (centres undefined)	-9	-6	-4	0.1	-19	-2	2	0
O=C(Nc1ccc(Cl)cn1)c1ccc2[nH]c(=O)c(=O)[nH]c2c1	-3	10	-283	-0.5	-3	-10	4	2

The main list resumes, repeating the 2 entries before the break.
SMILES	HKDC1 inh	PfG6PD inh	SENP8 block	MPTP block	ATG4B inhibitor	SENP6 inh	SENP7 inh	GRIN3A LBD mod
CC#CCN(Cc1ccco1)C(=O)C1CCC(=O)N(Cc2ccccc2F)C1 (centres undefined)	-4	2	2	0.2	-7	-9	0	2
O=C(Nc1ccc(Cl)cn1)c1ccc2[nH]c(=O)c(=O)[nH]c2c1	-3	10	-283	-0.5	-3	-10	4	2
Cc1cc(NC(=O)COC(=O)COc2ccc(Cl)cc2C)c([N+](=O)[O-])cc1C	11	-14	7	0.8	11	13	1	0
COc1ccc(OC)c(-n2c(Cn3c(-c4ccccn4)nc4ccccc43)n[nH]c2=S)c1	22	45	-65	1.1	-5	5	13	0
Fc1ccc(-c2nnc3ccccn23)cc1	1	-7	5	-1.0	4	.	.	0
O=C(NNC(=O)c1cccc(Cl)c1)NNC(=O)c1cccc(Cl)c1	2	-6	3	0.4	3	10	3	0
COc1ccc(Cl)cc1NC(=O)CSc1nc(N2CCCCC2)nc(N2CCCCC2)n1	-3	-19	16	0.9	11	7	0	0
N#Cc1c(NC(=O)CSc2nc(-c3ccccc3)cc(C(F)(F)F)n2)sc2c1CCC2	12	-8	12	3.2	-1	-7	3	7
CCn1c(CNC(=O)C(C)(C)C)nc2ccccc21	-3	-4	0	-1.8	-10	1	-5	0
O=C(O)c1cccc2c1-c1c(cccc1[N+](=O)[O-])C2	10	-30	34	-1.6	-4	.	.	0
Cc1ccc2oc(C(=O)Nc3ccc(S(=O)(=O)Nc4ncccn4)cc3)c(C)c2c1	-6	-24	-49	-0.4	4	2	1	-6
N=c1c(S(=O)(=O)c2ccccc2)cc2c(=O)n3ccccc3nc2n1CCCN1CCOCC1	-3	5	-291	2.1	-10	-14	-13	-1
CCOc1ccc(NC(=O)CS(=O)CC(=O)N(CC(=O)NC(C)(C)C)C2CCCC2)cc1 (centres undefined)	-7	-3	4	-0.4	-1	-17	3	0
CCCCc1nnc(NC(=O)c2ccc(-n3cncn3)c([N+](=O)[O-])c2)s1	-5	-6	-13	-1.7	-6	-9	7	-4
Cc1cc(NC(=O)COc2ccc(F)c(Cl)c2)no1	-7	2	-1	0.7	-2	-13	-4	0
CC(=O)c1ccc(N2CCN(C(=O)COc3ccccc3F)CC2)c(F)c1	3	13	-22	0.5	-10	-7	-10	10*
Cc1cc(Cl)ccc1OCCCC(=O)OCC(=O)Nc1cccc(S(N)(=O)=O)c1	2	25	8	-0.5	-17	-19	-10	10*
COc1ccc(COCCN2CCN(S(=O)(=O)c3ccccc3)CCC2=O)cc1	0	3	11	0.3	-12	-13	-5	0
NC(=O)c1cc2ccc(O)cc2oc1=NCc1ccccc1	-6	-6	-279	-3.1	-13	-19	-5	-1
CC(/C=C1\SC(=S)N(c2ccc(C(=O)O)cc2)C1=O)=C\c1ccccc1	7	-17	17	32	52*	-28	1	4
N#Cc1c(SCC(=O)Nc2ccc(C(F)(F)F)cc2)sc2c(O)cc(=O)[nH]c12	-7	-2	-30	-2.2	5	6	-1	4
COc1ccccc1-n1c(N)cc(=O)nc1SCC(=O)Nc1cc(C)on1	-2	-5	6	0.7	-4	-5	-4	1
O=C(NC1CCCCC1)NC1(C(=O)N2CCN3CCCC3C2)CCCCC1 (centres undefined)	0	-15	5	15	-3	2	-3	2
CCOc1ccc(NC(=O)CSc2nc(N3CCOCC3)nc(N3CCOCC3)n2)cc1	2	15	0	-1.5	2	-5	-5	1
CCCOc1ccc(/C=C2\SC(=S)N(CC3CCCO3)C2=O)cc1 (centres undefined)	-7	10	49*	1.4	2	-4	-5	5
O=C1CN(C(=O)COc2ccc(Br)cc2Br)c2ccccc2N1	-5	-13	-8	-0.8	-5	0	3	-1
CCOC(=O)N1CCc2c(sc(N)c2C#N)C1	3	41	.	.	-9	8	5	0
O=C(NCCc1ccccc1)C1CCN(S(=O)(=O)c2cccs2)CC1	-5	-6	7	0.0	6	-11	-10	-1
Cn1c(=O)c2[nH]c(NCC3CCCO3)nc2n(-c2ccccc2)c1=O (centres undefined)	4	3	10	1.6	-7	-18	12	0
COc1ccc(OC)c(/C=N/NC(=O)CN2CCSCC2)c1	-10	-5	-409	0.9	28	7	8	-2
CCOC(=O)C1=C(CS(=O)(=O)c2ccccc2)NC(=O)NC1c1ccc(O)c(OC)c1 (centres undefined)	-4	-8	21	0.5	-6	12	9	1
O=C(COC(=O)c1ccc([N+](=O)[O-])o1)c1ccccc1	18	21	16	1.4	0	20	4	2
CN1C(=O)c2ccccc2N(C)C1c1ccccc1Cl (centres undefined)	3	-1	-392	-1.5	6	-16	0	-1
COc1cc(C(=O)NCCCNC(=O)c2cc(OC)c(OC)c(OC)c2)cc(OC)c1OC	-4	-12	17	-0.3	15	-4	8	1
Cc1ccc(Cl)cc1NS(=O)(=O)c1c(C)[nH]c(=O)[nH]c1=O	-2	-23	11	-0.1	2	-6	3	2
O=C(NCCC1=CCCCC1)C(=O)NCC1OCCCN1S(=O)(=O)c1ccccc1 (centres undefined)	-8	5	24	1.1	-7	-28	2	-1
c1ccc(C2=Nc3ccccc3NC(c3ccccc3)C2)cc1 (centres undefined)	0	14	-30	-0.7	21	49	6	-1
O=C1C(=O)N(c2ccccn2)C(c2cccc(F)c2)/C1=C(/O)c1ccccc1 (centres undefined)	3	4	10	0.8	0	5	-8	-2
CN(C)S(=O)(=O)c1cccc(NC(=S)N/N=C/C(c2ccccc2)c2ccccc2)c1	-14	21	2	3.5	5	-25	-2	-5
Oc1ccc(C=NCC2COc3ccccc3O2)cc1 (centres undefined)	-7	4	17	-0.2	7	-1	5	1
COc1ccc(C)cc1NC(=O)C12CCC(C)(C(=O)O1)C2(C)C (centres undefined)	5	-9	15	-0.6	-12	0	-11	0
O=C(CSCC(=O)Nc1cccc2ccccc12)Nc1cccc2ccccc12	7	17	13	5.3	-9	-10	1	-6
Cc1ccc(NC(=S)NCC(O)c2ccccc2)c(C)c1 (centres undefined)	0	-11	0	-0.2	2	5	-2	-1
O=C1COc2ccc(C(=O)NCc3ccc4c(c3)OCO4)cc2N1	3	-26	9	-4.2	3	14	2	-1
Cc1cc(C)nc(OC(C(=O)O)C(OCC(C)C)(c2ccccc2)c2ccccc2)n1 (centres undefined)	-4	7	1	0.0	4	3	-2	-1
CCC(=O)c1c[nH]c(C(=O)NCc2ccco2)c1	-6	-4	13	-2.5	-1	-2	-2	0
COc1cc(C(=O)n2nc(C)cc2C)cc(OC)c1OC	-16	-4	0	0.5	-14	-10	5	-1
Cc1cc(C)nc(N/N=C/c2ccc(N3CCOCC3)cc2)n1	-3	-8	-111	-1.1	3	-22	0	-2
Nc1nonc1-n1nnc(C(=O)N/N=C/c2ccccc2Cl)c1CN1CCOCC1	3	9	15	-0.6	-13	-11	-6	5
Cc1cccc2cc(CN(Cc3cccs3)Cc3nnnn3Cc3ccccc3)c(=O)[nH]c12	-1	17	-22	1.9	49*	-8	1	-2
Cc1noc(C)c1S(=O)(=O)N1CCCC(C(=O)NC2CCCCC2)C1 (centres undefined)	-15	-7	10	0.5	-1	1	2	-2
COc1ccc(-n2ncc3c(N4CCc5ccccc54)ncnc32)cc1	-8	5	-110	0.6	6	-4	35	-6

Marked active in GRIN3A LBD mod, of those listed so far:
molecule	HKDC1 inh	PfG6PD inh	MPTP block	ATG4B inhibitor	SENP6 inh	SENP7 inh	GRIN3A LBD mod
CC(=O)c1ccc(N2CCN(C(=O)COc3ccccc3F)CC2)c(F)c1	3	13	0.5	-10	-7	-10	10*
Cc1cc(Cl)ccc1OCCCC(=O)OCC(=O)Nc1cccc(S(N)(=O)=O)c1	2	25	-0.5	-17	-19	-10	10*
